GLP-1R inv ag – inverse agonists of human GLP-1 receptor; P43220; Potency, µM (top dose mostly 38.3 µM), without a hit: at the top dose activity change, negative = inhibition, most hits filed as inhibitors; HEK293 GLP-1R CRE-luciferase, luminescence, 24 h; GLP-1R form is constitutively active; 1.6% of 410,000 active; note: potency is the fitted concentration of half-maximal effect; % is set by controls: 0 for no effect and ±100 for the full control effect; nearly all actives have a fitted effect of over 55% in size
Target sequence (P43220 whole entry, looked up): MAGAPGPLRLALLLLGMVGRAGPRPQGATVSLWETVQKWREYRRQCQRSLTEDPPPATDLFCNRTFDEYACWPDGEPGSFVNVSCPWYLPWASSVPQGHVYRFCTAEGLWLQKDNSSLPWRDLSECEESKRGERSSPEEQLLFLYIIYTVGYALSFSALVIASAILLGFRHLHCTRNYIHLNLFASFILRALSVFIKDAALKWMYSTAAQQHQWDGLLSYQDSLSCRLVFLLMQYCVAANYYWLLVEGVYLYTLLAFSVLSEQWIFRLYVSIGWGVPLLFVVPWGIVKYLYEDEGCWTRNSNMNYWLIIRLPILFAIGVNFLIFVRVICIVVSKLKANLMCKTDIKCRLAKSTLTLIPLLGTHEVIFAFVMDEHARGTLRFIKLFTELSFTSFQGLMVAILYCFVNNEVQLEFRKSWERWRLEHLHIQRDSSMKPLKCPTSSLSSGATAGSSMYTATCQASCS
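Stable HEK293 clone (constitutively active GLP-1R + cAMP-response luciferase); 200 cells/uL plated, 12 h pre-culture, compound 24 hr, 37 deg C/5% CO2; detection reagent 12 min RT; luminescence.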
FUS suppressor – FUS proteinopathy suppression in yeast. S. cerevisiae FUS-expressing, growth rescue, OD600, 24 h. 0.24% of 390,000 active. Potency, µM (top dose mostly 76.6 µM), without a hit: at the highest dose growth rescue (activation), hits mostly activators. AID 1347120;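 note: potency is the fitted concentration of half-maximal effect; plate controls were DMSO vehicle for no effect and reference control for full effect; nearly all actives have a fitted effect of over 55% in size; some results filed as inactive show a strong effect at the top dose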
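Cultures pregrown in 2.5% raffinose medium are shifted to minimal medium containing 2% galactose to express toxic FUS. Compounds are tested at several concentrations. After 24hr at 30C, growth is quantified at 600 nm absorbance.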
pAkt inh – blocks phosphorylation of Akt | activity change, % for hits at 50 µM | 0.32% of 360,000 active | Neuro2A IGF-stimulated pAkt S473 HTRF, 20 min; hits give low values; in the data active = activity change below about -80%; inconclusive = mostly about -51% to -80%; note: % is set by controls: 0 for no effect and ±100 for the full control effect
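Single-point screen (50 µM final compound) in Neuro2A cells stimulated 20 min with 6 nM IGF at 37 deg C. After lysis, Ser473-phosphorylated Akt read by HTRF (ex 330 nm, em 615/665 nm) as the 665/615 ratio.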
DRD3 antagonist – D3 dopamine receptor (human) antagonism; D3R cells, DiscoveRx beta-arrestin luminescence, antagonist mode; hits give low values; max response, negative = inhibition, %; 2.5% of 360,000 active; AID 652054; in the data active = max response below about -50%; inconclusive = no clear call, values can overlap the other calls; note: % is set by controls: 0 for no effect and ±100 for the full control effect; mostly tested at two doses, the higher about 12 µM
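Cells plated overnight at 1500 cells/well, then exposed to library compounds with dopamine controls for 90 minutes at 37 degrees C. DiscoveRx reagent added for 30–60 minutes at room temperature; luminescence read, quantitative HTS format.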
PTHR1 ag – activates the human parathyroid hormone receptor PTHR1; 0.075% of 410,000 active; Q03431; Potency, µM (highest dose often 115 µM), inactives show top-dose activation, most hits filed as activators; HEK293 GP2 PTHR1 cells, GloSensor cAMP luminescence, 1 h; note: potency is the fitted concentration of half-maximal effect; nearly all actives have a fitted effect of over 55% in size; some results filed as inactive show a strong effect at the top dose; inactives centre near -15; many of its hits are not listed in these tables
Target sequence (Q03431 whole entry, looked up): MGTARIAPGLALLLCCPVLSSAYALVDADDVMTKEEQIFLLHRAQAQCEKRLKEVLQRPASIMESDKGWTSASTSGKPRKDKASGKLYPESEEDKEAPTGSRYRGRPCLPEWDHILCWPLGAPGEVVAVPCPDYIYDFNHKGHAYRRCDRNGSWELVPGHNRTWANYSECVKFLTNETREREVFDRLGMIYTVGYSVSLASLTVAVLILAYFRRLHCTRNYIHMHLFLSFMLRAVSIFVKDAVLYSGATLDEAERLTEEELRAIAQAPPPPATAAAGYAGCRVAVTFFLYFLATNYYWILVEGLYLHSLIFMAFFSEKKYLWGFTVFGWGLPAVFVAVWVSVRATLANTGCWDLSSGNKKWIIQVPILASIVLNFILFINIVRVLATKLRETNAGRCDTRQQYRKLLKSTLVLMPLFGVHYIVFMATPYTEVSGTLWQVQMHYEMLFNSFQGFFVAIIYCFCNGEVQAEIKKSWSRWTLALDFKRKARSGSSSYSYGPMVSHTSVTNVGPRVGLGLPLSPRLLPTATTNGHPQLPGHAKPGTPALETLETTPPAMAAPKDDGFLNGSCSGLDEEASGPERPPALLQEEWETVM
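HEK-293-derived GP2 cells expressing PTHR1 and a GloSensor cAMP reporter, 3,000/well, plated overnight, given luciferin plus IBMX (each 0.5 mM as added) for 1 h at 37 °C, then compound for 1 h at 37 °C. Luminescence was read after 15 min at room temperature.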
Abeta yeast res – A-beta toxicity reversal in yeast; yeast expressing A-beta42, growth rescue, OD600, 48 h; response scale: 0% DMSO, 100% iron-clioquinol control; Potency, µM (doses to about 46.1 µM), for inactives: at the highest dose growth rescue, hits mostly activators; 0.063% of 410,000 active; AID 1347071; note: potency is the fitted concentration of half-maximal effect; nearly all actives have a fitted effect of over 55% in size
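Yeast A-beta toxicity model in growth medium with pinned compounds, 48 h at 30 C; growth read as absorbance at 600 nm. Normalized to FeCl3/clioquinol equimolar mix (positive) and DMSO (negative).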
aSyn rescue – alpha-synuclein toxicity inhibition in yeast; Yeast expressing alpha-synuclein, growth rescue, BacTiter-Glo, 24 h; 0.14% of 370,000 active; Potency, µM (titrated, usually from 46.1 µM), for inactives: top-dose growth rescue (activation), actives largely listed as activators; note: potency is the fitted concentration of half-maximal effect; % of control where 0% means no effect; nearly all actives have a fitted effect of over 65% in size
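Readout is rescue of growth in alpha-synuclein-expressing yeast, so inhibitors of toxicity appear as activators. Growth after 24 hr at 30 deg C in galactose medium is quantified by luminescence.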
TDP-43 yeast inh – TDP-43 toxicity inhibition in yeast; TDP-43 expressing yeast growth rescue, BacTiter-Glo, 24 h; Potency, µM (top dose mostly 46.1 µM), for the others: top-dose growth rescue (activation), usual class: activators; 1.8% of 410,000 active; AID 652104; note: potency is the fitted concentration of half-maximal effect; % of control where 0% means no effect; nearly all actives have a fitted effect of over 50% in size
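Yeast expressing TDP-43 (pregrown in raffinose, seeded at OD600=0.02 in galactose medium) exposed to compounds 24 hr at 30 deg C. Growth read by BacTiter-Glo luminescence; rescue of toxicity appears as increased signal.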
GLP-1R agonist – activates the human GLP-1 receptor. AID 624172. P43220. Potency, µM (titrated, usually from 45.6 µM), for the others: at the top dose activation, hits mostly activators. HEK293 GLP-1R CRE-luciferase, luminescence, 4-6 h; cells express a hypersensitive GLP-1R form. 0.007% of 380,000 active; note: potency is the fitted concentration of half-maximal effect; % of control where 0% means no effect
* hit, by the source's call; i = inactive; ? = inconclusive; . = no result given; & = joins results of further samples; [ ] = remark or other dose. Unless noted, calls come from the whole dose curve; as a rule, active = well fitted curve in the direction sought with a large enough effect; inconclusive = small, poorly fitted or top-dose-only effect, or another doubt; inactive = no such curve, though single readings can be large; an effect the other way counts as inactive or inconclusive. A portion of the library; rates above refer to the full screens.

SMILES	GLP-1R inv ag	FUS suppressor	pAkt inh	DRD3 antagonist	PTHR1 ag	Abeta yeast res	aSyn rescue	TDP-43 yeast inh	GLP-1R agonist
Clc1ccc(N2CCN(Cc3ccc(Br)o3)CC2)cc1	?	9.8%	i	-52.3*	-54.2%[inhibitor]	17.0%	-5.0%	-24.8%	-5.1%
CCN(CC)c1nc(C)nc2c1cnn2CCc1ccccc1	-26.3%	8.0%	i	19.6	-17.8%[57.5 µM]	-15.2%	-7.2%	5.4%	27.4%
COc1cc(NC(=O)C2CCN(S(=O)(=O)c3cnc[nH]3)CC2)cc(OC)c1OC	0.0%	-2.7%	i	3.2	i	-11.2%	0.2%	-17.9%	-7.5%
CCCn1c(=N)n(CC(O)COc2cccc(C)c2)c2ccccc21 (configuration not stated)	-9.7%	9.0%	i	32.2	-22.8%[57.5 µM]	10.9%	2.0%	5.2%	-0.6%
O=C(Nc1ccc(F)cc1)C1CC(=O)n2cnnc2N1 (configuration not stated)	0.2%	8.6%	i	-16.6	i	-3.2%	-0.2%	.	0.1%
CC1CCN(c2ccc3nnc(CCC(=O)Nc4cc(F)ccc4F)n3n2)CC1	3.9%	14.0%	i	-1.8	i	2.9%	-0.5%	-6.0%	3.1%
Cc1cc(C)c2c3c(sc2n1)C(=O)N(c1ccccc1C)CC(=O)N3	14.2%	-4.9%	i	-4.3	-8.2%	-15.1%	-6.1%	-7.6%	10.5%
CCOC(=O)C1=C(C(F)(F)F)Nc2ncnn2C1c1ccc(OC)c(OC)c1OC (configuration not stated)	-3.0%	.	i	3.1	i	0.2%	-1.8%	7.5%	-0.4%
Cc1cccc(NC(=O)c2sc3nc4c(c(-c5cccs5)c3c2N)CN(C)CC4)c1	0.0%	.	i	-4.3	-5.7%	-16.1%	0.1%	4.8%	4.2%
O=C(c1ccc2c(c1)N(Cc1cccc(Cl)c1)C(=O)c1ccccc1S2=O)N1CCN(c2cccc(C(F)(F)F)c2)CC1 (configuration not stated)	?	?	.	.	i	6.2%	.	2.3%	.
O=C(CCN1CCN(Cc2ccccc2)CC1)Nc1ccccc1Cl	-11.8%	0.9%	i	-20.9	i	13.5%	1.4%	3.6%	0.1%
CSc1cccc(NC(=O)C2CCCN(S(C)(=O)=O)C2)c1 (configuration not stated)	-2.0%	-12.5%	i	9.5	-27.1%	9.0%	-17.6%	0.2%	2.9%
CC1CCN(S(=O)(=O)c2ccc3c(c2)c(=O)c(C(=O)NCc2ccco2)cn3C)CC1	1.8%	0.5%	i	-19.2	-3.2%	4.9%	-4.7%	-8.1%	3.4%
COc1ccccc1CNC(=O)CCCn1c(=O)c2ccccc2n(Cc2ccccc2C#N)c1=O	5.4%	-3.4%	.	.	-62.8%[inhibitor]	-18.4%	.	-14.9%	0.2%
NC(=O)c1ccc(NC(=O)COc2ccc(-n3cnnn3)cc2)cc1	1.6%	-0.3%	i	19.7	19.0%	3.7%	-5.1%	6.6%	9.4%
CCc1cccc(NC(=O)CN(C)S(=O)(=O)c2cccc3cccnc23)c1	?	3.2%&14.5%	i	8.3	-19.6%	11.2%&-5.0%	-0.4%	-4.9%&0.0%	21.8%
O=c1cc(/C=C/c2ccccc2)oc2ccccc12	-11.7%	-7.6%	i	-7.2	25.7%	1.8%	0.3%	?	12.9%
CCN(CC)c1nc(-c2nn[nH]n2)nc(N(CC)CC)n1	2.1%	43.9%	i	-26.1	i	13.7%	-3.5%	-9.2%	-2.3%
O=C(CC(Nc1ccc(F)cc1)c1ccccc1)c1ccccc1 (configuration not stated)	19.9%	4.1%	i	5.0	15.0%	8.9%	17.2%	-15.7%	-0.6%
O=C(CN(C(=O)c1ccccc1Cl)N1C(=O)CCCC1=O)c1ccc(Cl)cc1	13.0%	-19.4%	i	-2.1	-19.6%	-17.1%	-3.0%	6.1%	3.2%
CCc1nc2ccc(C(=O)Nc3cc(-c4ccccc4)ccc3OC)cn2c1N(CCN(C)C)CC1CC1	?	12.4%	i	-69.0*	-16.3%	-19.0%	0.2%	2.2%	0.1%
Cc1cc(=O)oc2c1c(C(F)(F)F)nn2-c1ccccc1	1.2%	17.0%	i	-8.1	i	-17.8%	-3.4%	23.4%	-6.8%
CC(C)(C)NC(=O)COc1ccc(CNc2ccc3[nH]c(=O)[nH]c3c2)cc1	49.1%[activator]	?	i	13.5	i	-0.2%	2.6%	10.0%	9.7%
Cc1ccccc1-c1noc(-c2cc(-c3ccc(F)cc3)n[nH]2)n1	?	-1.6%	.	.	i	-2.6%	.	9.8%	.
CCc1ccc(NC(=S)N(CCC(C)C)C2CCN(C(C)=O)CC2)cc1	-25.1%	17.6%	i	12.7	i	11.9%	8.0%	12.6%	5.1%

New compounds follow.
SMILES	GLP-1R inv ag	FUS suppressor	pAkt inh	DRD3 antagonist	PTHR1 ag	Abeta yeast res	aSyn rescue	TDP-43 yeast inh	GLP-1R agonist
FC(F)(F)c1cccc(CNC2CCN(Cc3ccccc3)CC2)c1	?	28.8%	i	-20.7	-19.1%	-13.9%	-4.0%	-20.1%	7.1%
CCOC(=O)c1ccccc1NC(=O)Cn1c(=O)n(Cc2ccccc2)c(=O)c2c(C)c(C)sc21	2.0%&13.0%	-12.4%&2.2%	i	6.9	i	-5.5%&21.9%	0.5%	14.3%&-5.7%	0.6%
Cc1cc(=O)[nH]c(SCC(=O)Nc2cccc3ccccc23)c1C#N	0.0%	?	i	?	?	-20.9%	0.0%	0.0%	8.2%
COc1ccc(-c2cc(N3C(=O)Nc4ccccc4N3O)n[nH]2)c(OC)c1	5.1%	?	i	-6.5	-22.4%	-5.4%	-3.8%	?	-5.3%
CC(=O)c1ccc(OCCCC(=O)Nc2ccc(C)c(S(=O)(=O)N(C)C)c2)cc1	8.1%	.	i	5.2	-17.5%	0.0%	-4.8%	-15.5%	3.3%
CNc1cncc(-c2ccccc2NC(C)=O)n1	8.8%	-9.0%	i	2.9	i	-13.9%	-10.3%	?	-5.7%
N#Cc1cnn(Cc2ccccc2)c1N	3.6%	-42.3%	i	0.4	-12.0%	16.5%[9.22 µM]	-1.2%	0.0%	-25.5%
Cc1cccc(NC(=O)c2c(C)cc(C)nc2SCC(=O)Nc2c(C)cc(C)cc2C)c1	?	25.9%	.	.	i	-0.6%	.	27.3%	.
Cc1ccc(S(=O)(=O)Nc2nc(C)c(C(=O)Nc3ccccc3)s2)cc1	12.8%	-0.8%	i	22.4	i	1.9%	-0.1%	16.6%	-3.1%
Cc1ccc(CN2C3=NCCCN3c3ccccc32)cc1	?	-13.4%	i	0.0	i	-0.3%	0.9%	-4.2%	1.0%
CC1CC(NC(=O)c2c(O)nc3ccccn3c2=O)CC(C)(C)C1 (configuration not stated)	-18.3%	.	i	-18.9	i	-5.9%	-1.9%	-5.9%	0.0%
CC(C)Sc1nc2ccccc2c(=O)[nH]1	0.0%	0.3%	.	-1.8	i	11.9%	.	?	5.8%
CC1Sc2ccc(S(=O)(=O)CCC(=O)Nc3ccc(C(C)C)cc3)cc2NC1=O (configuration not stated)	?	44.8%	i	2.7	-20.7%	-10.6%	0.1%	-11.7%	1.9%
O=C(CN1C(=O)S/C(=C\c2cccs2)C1=O)Nc1ccc(C(=O)O)c(O)c1	13.9%	12.4%	i	12.4	i	.	-1.3%	10.5%	-8.0%
CCCCCCN=C1CC(C)(C)CC(=O)/C1=C(/O)CCC	?	45.3%	i	7.9	-21.3%	-3.7%	17.1%	21.4%	-0.2%
CCCCn1c(SCC(=O)Nc2nnc(C)s2)nnc1-c1ccncc1	8.9%	-17.0%	i	15.9	-53.6%	-4.9%	-2.0%	29.2%	-0.3%
COCCn1c(=S)[nH]c2cc(C(=O)NC(C)C)ccc2c1=O	-12.3%	0.0%	i	6.1	i	-6.9%	-3.8%	-3.2%	-10.8%
CCN1CCN=C1Nc1ccccc1	16.8%	-24.0%	i	-23.4	-23.0%	-11.2%	-3.3%	6.7%	-3.6%
CCCNC(=O)CSc1ccc(S(=O)(=O)N2CCCC2)cn1	20.7%	-18.5%	i	8.6	28.5%	-0.3%	-5.9%	12.4%	1.4%
COCCNC(=O)C1(C)CCN(C(=O)c2sccc2C)C1 (configuration not stated)	19.4%	-14.0%	i	-22.2	-11.8%	-14.3%	-4.8%	5.6%	-6.8%
CNC(=O)C1CCN(S(=O)(=O)c2c(C)noc2/C=C/c2cccc(C)c2)CC1	2.0%	5.3%	i	1.8	-3.2%	1.8%	-3.7%	17.3%	0.7%
C=CCn1c(=N)n(CC(=O)c2cccc([N+](=O)[O-])c2)c2ccccc21	8.1%[0.307 µM]	2.4%	i	4.6	i	-2.9%	-1.0%	5.8%	-1.6%
CC(=O)c1ccc(NC(=O)CCS(=O)(=O)c2ccc3c(c2)n(C)c(=O)c(=O)n3C)cc1	0.2%	-26.1%	i	0.0	-24.7%	-12.7%	-7.2%	-2.3%	-1.6%
CN(C)CCN(Cc1ccccc1)C(=O)c1[nH]c(C(F)(F)F)nc1-c1ccccc1	20.1%	-19.9%	i	0.0	-2.2%	-16.2%	-4.0%	-9.7%	-3.4%
CC(CNC(=O)c1cc(Cl)ccc1[N+](=O)[O-])NC(=O)c1cc(Cl)ccc1[N+](=O)[O-] (configuration not stated)	-3.1%	27.1%	i	?	i	2.5%	0.3%	0.9%	-6.4%
Cc1c(C(=O)N2CCCC2)c(S(=O)(=O)NCCc2ccccc2)c(C)n1C	1.0%	-3.9%	i	-12.0	i	2.4%	-0.7%	-18.7%	-2.3%
COc1ccc(C(CNC(=O)c2cccc(S(=O)(=O)N3CCCCC3)c2)N2CCCC2)cc1 (configuration not stated)	?	17.0%	i	-51.3*	5.0%	2.7%	-9.0%[1.84 µM]	6.7%	1.5%

Screening data deposited in PubChem by National Center for Advancing Translational Sciences (NCATS).
